# Screening data as filed in PubChem BioAssay.
# Pin1 inh: human Pin1 inhibition; Q13526; AID 504891; Potency, µM (highest dose often 115 µM), without a hit: at the top dose activity, negative = inhibition, hits mostly inhibitors; Pin1 FP peptide displacement, HiFluor488, 10 min; hit rate 0.009% among 390,000; active means well fitted inhibition curve with a large enough effect in the polarisation, with a control signal flat, not every such curve was filed as active; inconclusive means small, poorly fitted or top-dose-only effect, or effect the other way, or a change in a side signal; inactive means no such curve, though single readings can be large or run the other way; the % refers to the polarisation; further: on the % scale 0 is the no-effect control and ±100 the full control effect
# Target sequence (Q13526 whole entry, looked up): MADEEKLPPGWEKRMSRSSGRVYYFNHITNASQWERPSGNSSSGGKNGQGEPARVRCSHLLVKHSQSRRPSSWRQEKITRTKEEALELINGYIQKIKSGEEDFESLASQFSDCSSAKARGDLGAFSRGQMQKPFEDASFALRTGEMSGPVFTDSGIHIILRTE
# G9a inh: blocks human histone lysine methyltransferase G9a; G9a H3K9 monomethylation, AlphaScreen, 2 h; Q96KQ7; AID 504332; Potency, µM (highest dose often 102 µM), inactives show at the top dose activity, negative = inhibition, most hits filed as inhibitors; hit rate 8.8% among 350,000; further: on the % scale 0 is the no-effect control and ±100 the full control effect; nearly all actives have a fitted effect of over 75% in size
#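 Compounds were preincubated with 20 nM G9a for 15 min, after which biotinylated H3K9 peptide (500 nM) and SAM (20 uM) started a 2 h room-temperature reaction. Monomethylated product was quantified by antibody-based AlphaScreen chemiluminescence.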
# JMJD2A Tudor inh: blocks the human JMJD2A Tudor domain. O75164. AlphaScreen JMJD2A-Tudor / H3K4me3 peptide binding. Potency, µM (top dose mostly 114 µM), without a hit: at the highest dose activity change, negative = inhibition, usual class: inhibitors. hit rate 4.4% among 390,000. AID 504339; further: on the % scale 0 is the no-effect control and ±100 the full control effect; nearly all actives have a fitted effect of over 50% in size
# Pol iota inh: blocks human DNA polymerase iota activity. Pol iota fluorescent replication assay, 10 min. Potency, µM (highest dose often 115 µM), for inactives: top-dose activity, negative = inhibition, actives largely listed as inhibitors. hit rate 1% among 390,000. AID 588590
#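 Pol iota at 10 nM preincubated 15 min with compounds at room temperature; reaction started with fluorescent substrate, 50 nM final. Fluorescence read kinetically at 0 and 10 min; buffer-only wells as negative control.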
# HP1b chromo inh: inhibitors of HP1-beta chromodomain binding to methylated histone tails | Potency, µM (series often up to 114 µM), for inactives: top-dose activity change, negative = inhibition, hits mostly inhibitors | AID 540317 | AlphaScreen HP1-beta / biotin-H3K9me3 peptide binding | hit rate 0.56% among 390,000; further: nearly all actives have a fitted effect of over 70% in size; inactives centre near 23
# Target sequence (P83916 whole entry, looked up): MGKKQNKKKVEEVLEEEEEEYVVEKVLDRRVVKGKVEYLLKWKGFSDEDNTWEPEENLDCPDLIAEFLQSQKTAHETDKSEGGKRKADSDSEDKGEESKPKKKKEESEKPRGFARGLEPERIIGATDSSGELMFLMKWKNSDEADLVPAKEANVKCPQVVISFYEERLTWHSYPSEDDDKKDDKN
#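 AlphaScreen: HP1-beta (50 nM) preformed 30 min with biotin-H3(1-18)K9me3 peptide (50 nM) in PBS pH 7.4, 0.01% Tween-20. Compound added for 30 min at RT, then streptavidin donor/nickel chelate acceptor beads (10 ug/mL) for 30 min.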
# PGK inhibitor: blocks T. brucei phosphoglycerate kinase; P07378; PGK/GAPDH coupled, Kinase-Glo luminescence, 60 min; Potency, µM (top dose mostly 57.5 µM), for inactives: at the top dose activity change, negative = inhibition, usual class: inhibitors; hit rate 0.043% among 380,000; AID 602233; further: on the % scale 0 is the no-effect control and ±100 the full control effect; nearly all actives have a fitted effect of over 60% in size
#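 Luminescent ATP detection (Kinase-Glo Plus) follows a 60-minute room-temperature incubation, with wells lacking PGK as controls. Buffer: 100 mM TEA (pH 7.6), 5 mM MgCl2, 0.01% Tween-20. Coupling enzyme GAPDH (100 nM final) supplies unstable 1,3-BPG in-well.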
# GLS inh: blocks human kidney-isoform glutaminase activity. GLS enzymatic activity, qHTS titration. hit rate 0.21% among 410,000. Potency, µM (doses to about 45.5 µM), for inactives: at the highest dose activity change, negative = inhibition, actives largely listed as inhibitors; further: on the % scale 0 is the no-effect control and ±100 the full control effect
# Target sequence (O94925 whole entry, looked up, canonical isoform): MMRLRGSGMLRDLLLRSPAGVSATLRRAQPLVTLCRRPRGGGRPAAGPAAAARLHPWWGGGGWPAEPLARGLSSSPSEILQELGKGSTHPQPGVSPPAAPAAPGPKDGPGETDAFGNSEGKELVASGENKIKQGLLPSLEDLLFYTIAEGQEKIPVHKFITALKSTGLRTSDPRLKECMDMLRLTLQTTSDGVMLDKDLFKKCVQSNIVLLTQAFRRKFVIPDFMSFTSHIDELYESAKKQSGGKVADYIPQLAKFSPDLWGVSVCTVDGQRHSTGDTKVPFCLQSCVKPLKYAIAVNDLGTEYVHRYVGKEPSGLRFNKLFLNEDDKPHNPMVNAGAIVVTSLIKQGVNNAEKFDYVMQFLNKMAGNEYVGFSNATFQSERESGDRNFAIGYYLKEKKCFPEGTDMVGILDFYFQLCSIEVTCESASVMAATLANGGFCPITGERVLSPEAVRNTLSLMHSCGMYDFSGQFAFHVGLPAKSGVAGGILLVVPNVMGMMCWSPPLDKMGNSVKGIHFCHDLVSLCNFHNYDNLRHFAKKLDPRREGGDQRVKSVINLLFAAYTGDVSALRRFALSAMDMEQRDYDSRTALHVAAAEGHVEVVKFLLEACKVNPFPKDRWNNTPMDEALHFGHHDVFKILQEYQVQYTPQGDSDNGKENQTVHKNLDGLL
#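 Enzyme dispensed in phosphate buffer (45 mM, pH 8.2, 0.02% Tween-20), compounds pinned in, then 1 mM L-glutamine solution and the glutamate oxidase–HRP–Amplex Red mix added; fluorescence read immediately and again after 30 min at room temperature.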
# BLM helicase inh: inhibitors of human Bloom syndrome helicase BLM. hit rate 0.2% among 350,000. AID 2528. recombinant BLM DNA unwinding, fluorescence dequenching. P54132. Potency, µM (titrated, usually from 56.1 µM), for inactives: at the highest dose activity change, negative = inhibition, most hits filed as inhibitors;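 further: plate controls were vehicle for no effect and no enzyme for full effect; nearly all actives have a fitted effect of over 35% in size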
# BAZ2B block: blocks human BAZ2B. AlphaScreen BAZ2B-H3K14Ac peptide displacement. AID 504333. hit rate 4.4% among 360,000. Q9UIF8. Potency, µM (highest dose often 114 µM), without a hit: at the top dose activity change, negative = inhibition, usual class: inhibitors; further: on the % scale 0 is the no-effect control and ±100 the full control effect; nearly all actives have a fitted effect of over 60% in size
#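 In this displacement format the biotinylated H3(5-23) peptide acetylated at Lys14 serves as ligand at 50 nM, with BAZ2B at 50 nM in PBS pH 7.4 containing 0.01% Tween-20. Donor and acceptor beads are 10 ug/mL final.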
# * marks the source's active call; other numbers are inactive results; i = inactive; u = inconclusive; x = not tested or not shown; [ ] = remark or other dose. Unless noted, the call rests on the fitted dose curve; in most records, active means well fitted curve in the direction sought with a large enough effect; inconclusive means small, poorly fitted or top-dose-only effect, or another doubt; inactive means no such curve, though single readings can be large; an effect the other way counts as inactive or inconclusive. Potency means the concentration at half of the fitted maximal effect. The list is partial, so the mix of outcomes need not match the whole.
# The first 4 entries, ahead of the listing:
SMILES,Pin1 inh,G9a inh,JMJD2A Tudor inh,Pol iota inh,HP1b chromo inh,PGK inhibitor,GLS inh,BLM helicase inh,BAZ2B block
CCc1nc(SCC(=O)c2ccc3c(c2)OCCO3)c2ccccc2n1,5%,8.9µM*,0%,4%,40%[activator],9%,2%,-2%,20%
COc1ccc(C2CC(=O)C(C=NCCN3CCN(C(=S)Nc4ccccc4)CC3)=C(O)C2)cc1OC (stereo unspecified),4%,u,-18%,84%[activator],6%,-5%,1%,-9%,-4%
COc1ccc(NC(=S)N(CCCN2CCCCCC2)Cc2cccs2)cc1,0%,2%[59 µM],1%,23%,30%,i,0%,4%,u
Cc1ccccc1NC(=O)C1C2C=CC(C3CC23)C1C(=O)O (stereo unspecified),-6%,-35%,6%,30%[activator],20%,-9%,42%[activator],2%,-9%

# All compounds of this part, from the first entry:
SMILES,Pin1 inh,G9a inh,JMJD2A Tudor inh,Pol iota inh,HP1b chromo inh,PGK inhibitor,GLS inh,BLM helicase inh,BAZ2B block
CCc1nc(SCC(=O)c2ccc3c(c2)OCCO3)c2ccccc2n1,5%,8.9µM*,0%,4%,40%[activator],9%,2%,-2%,20%
COc1ccc(C2CC(=O)C(C=NCCN3CCN(C(=S)Nc4ccccc4)CC3)=C(O)C2)cc1OC (stereo unspecified),4%,u,-18%,84%[activator],6%,-5%,1%,-9%,-4%
COc1ccc(NC(=S)N(CCCN2CCCCCC2)Cc2cccs2)cc1,0%,2%[59 µM],1%,23%,30%,i,0%,4%,u
Cc1ccccc1NC(=O)C1C2C=CC(C3CC23)C1C(=O)O (stereo unspecified),-6%,-35%,6%,30%[activator],20%,-9%,42%[activator],2%,-9%
COc1ccc(-c2[nH]ncc2CN2CCCN(c3ccccc3)CC2)c(F)c1,-1%,u,u,17%,-8%,4%,18%,-1%,u
Cc1ccc2[nH]cc(CCNC(=O)c3ccco3)c2c1,-9%,21%,-10%,6%,10%,1%,4%,-1%,-11%
CC(C)n1c(SCCCc2ccccc2)nc2c1c(=O)[nH]c(=O)n2C,3%,35µM*,-2%,100%[activator],-10%,0%,-8%,-3%,1%
CCCCc1cc(=O)oc2c3c(cc(OCC(=O)NCCCO)c12)OC(C)(C)CC3,5%,-2%,-16%,37%[activator],32%,-12%,-11%,-5%,-1%
C/C(=N\NC(=O)c1c(C)nc2ccccn12)c1ccco1,1%,9%,-10%,74%[activator],29%,i,-9%,1%,-1%
COc1ccc(CC(=O)NCC(c2cccs2)S(=O)(=O)c2ccc(C)cc2)cc1 (stereo unspecified),-2%,-6%[59 µM],-6%,u,18%,-5%,-1%,0%,-15%
Cc1ccc2[nH]c3c(c2c1)CCCC3=O,9%,-51%[12.7 µM],5%,23%,21%,3%,7%,0%,u
CCC(=O)NC(NCC1CCCO1)C(Cl)(Cl)Cl (stereo unspecified),7%,86%[activator][59 µM],-2%,0%,19%,0%,-1%,1%,u
CCC(=O)Nc1ccc(NC(=O)CSc2nnnn2C2CCCC2)cc1C,-4%,25%,-1%,3%,33%,i,-7%,-6%,20%
c1ccc(-n2nnnc2NC2CCCCCC2)cc1,-2%,-29%[59 µM],-2%,20%,26%,x,8%,-4%,4%
C/C(=C\C(=O)c1ccc(F)cc1)NCc1ccc2c(c1)OCO2,1%,x,-18%,-15%,26%,-3%,2%,-10%,-30%
CCN(CC(=O)NCc1cccs1)C(=O)c1ccc(S(=O)(=O)Nc2ccccc2)cc1,-3%,4%,-6%,21%,19%,5%,4%,x,11%
Cc1ccc(-c2nc(=S)c3c(n2Cc2cccnc2)CC(C)(C)OC3)cc1,3%,16%,-4%,89%[activator],42%[activator],1%,0%,2%,-13%
COc1ccc(S(=O)(=O)N(C)C)cc1NC(=O)COC(=O)c1nc2nccc(C)n2n1,2%,-2%[59 µM],-14%,-19%,45%[activator],-4%,1%,-4%,3%
O=C(Cn1c(NCCCO)nc2ccccc21)c1ccco1,3%,21%[59 µM],-8%,u,17%,-2%,33%[activator],1%,9%
O=C(c1ccc(Br)cc1)N1CCN(CCc2ccncc2)CC1,1%,4%[59 µM],-8%,10%,40%[activator],-4%,3%,1%,-21%
CCC(Sc1nc2ncccc2o1)C(=O)Nc1cccc(C)c1 (stereo unspecified),-3%,5%[59 µM],-2%,28%,20%,x,-20%,-1%,-13%
N#Cc1cn(-c2ccccc2)nc1-c1cc2ccccc2oc1=O,3%,-2%[59 µM],u,-14%,-18%,-9%,33%[activator],-16%,-2%
COc1cc(NC(=O)c2ccccc2)c(OC)cc1NC(=O)CN1C(=O)NC2(CCCCC2)C1=O,0%,u,-31%,-2%,16%,-2%,1%,x,u
Cc1cccc(NC(=O)CSCC(=O)N(C)CCOc2ccc(Cl)cc2)c1,0%,56µM*,-10%,16%,23%,5%,-5%,x,-3%
COc1ccc(CCNC(=O)C(=O)NCC2OCCN2S(=O)(=O)c2ccc(OC)cc2)cc1 (stereo unspecified),1%,x,-15%,39%[activator],10%,-5%,-1%,4%,20%

# Entries from the list above with two or more sulfur atoms, in the order listed:
SMILES,Pin1 inh,G9a inh,JMJD2A Tudor inh,Pol iota inh,HP1b chromo inh,PGK inhibitor,GLS inh,BLM helicase inh,BAZ2B block
COc1ccc(NC(=S)N(CCCN2CCCCCC2)Cc2cccs2)cc1,0%,2%[59 µM],1%,23%,30%,i,0%,4%,u
COc1ccc(CC(=O)NCC(c2cccs2)S(=O)(=O)c2ccc(C)cc2)cc1 (stereo unspecified),-2%,-6%[59 µM],-6%,u,18%,-5%,-1%,0%,-15%
CCN(CC(=O)NCc1cccs1)C(=O)c1ccc(S(=O)(=O)Nc2ccccc2)cc1,-3%,4%,-6%,21%,19%,5%,4%,x,11%

# (list continues)
SMILES,Pin1 inh,G9a inh,JMJD2A Tudor inh,Pol iota inh,HP1b chromo inh,PGK inhibitor,GLS inh,BLM helicase inh,BAZ2B block
COc1cccc(OC)c1C(=O)NC(=O)Nc1c(F)c(F)c(F)c(F)c1F,4%,x,-15%,5%,18%,i,0%,0%,-3%
COc1cccc2c1O/C(=N\O)C(C(=O)Nc1cccc(C)c1C)C2 (stereo unspecified),-8%,25%,-21%,36%[activator],33%,-1%,3%,-2%,9%
CCOC(=O)C1CCCN(CC(=O)c2ccc(F)cc2)C1 (stereo unspecified),-12%,u,3.5µM*,142%[activator],u,-9%,-11%,-2%,20µM*
CC(Sc1nc(-c2ccccc2)cc(C(F)(F)F)n1)C(=O)NCCN1CCOCC1 (stereo unspecified),-5%,18%,-7%,u,37%,x,-1%,-3%,-2%
CCc1nc2ccccc2[nH]c1=O,-8%,x,-7%,u,-2%,0%,1%,-2%,-3%
O=C(O)C1C2CCC(O2)C1C(=O)NCCC1=CCCCC1 (stereo unspecified),-2%,-40%[59 µM],-2%,27%,0%,1%,1%,-1%,0%
CC(OC(=O)CCCc1nc2ccccc2s1)C(N)=O (stereo unspecified),4%,24%[59 µM],-18%,17%,20%,-10%,9%,-4%,2%
Cc1ccccc1CNS(=O)(=O)c1ccc2c(c1)OCCO2,-2%,-13%[59 µM],-2%,31%[activator],24%,1%,4%,-2%,5%
Cc1cc(NC(=O)C2C3C(=O)N(CC4CCCO4)C(C(=O)NC(C)(C)C)C34C=CC2(C)O4)no1 (stereo unspecified),4%,-32%,-6%,30%,29%,5%,0%,3%,-6%
CC(=O)N1CCC2(CC1)OC(=O)C(C)=C2C(=O)NCc1ccc(Cl)cc1,2%,6%[59 µM],-23%,-6%,-9%,-2%,4%,1%,6%
O=S(=O)(c1cc(Cl)ccc1Cl)N1CCC2(CC1)OCCO2,2%,x,12%,47%[activator],49%[activator],i,-20%,-13%,6%
COc1ccc(N2C(=O)C(Cl)=C(N(CCO)Cc3ccccc3)C2=O)cc1,-6%,50µM*,-31%,11%,25%,1%,6%,-10%,u
Clc1ccc(-n2nnnc2-c2cnc3ccc(Cl)cc3c2-c2ccccc2)cc1,4%,-16%[59 µM],-21%,-5%,22%,-2%,-9%,-9%,-12%
CC1=Nc2ccccc2/C1=C/c1sc(=O)n(CC(=O)N2CCCC2)c1O,u,-1%[59 µM],-17%,40%[activator],16%,i,-1%,-10%,7%
Cc1ccc(S(=O)(=O)N2C(=O)C(C)SC2=Nc2ccccc2)cc1 (stereo unspecified),18%,0%,-12%,14%,5%,-5%,-7%,4%,2%
O=C(CSc1nnnn1-c1ccc(O)cc1)c1cc2ccccc2o1,u,x,-34%,5%,42%[activator],-8%,-28%,-9%,-34%
COc1cccc(CN2C[C@]34C=C[C@@H](C[C@@H]3S2(=O)=O)O4)c1,2%,0%[59 µM],-11%,-15%,26%,2%,18%,3%,6%
CCN(CC)S(=O)(=O)c1ccc(C)c(NC(=O)COC(=O)CN2C(=O)NC(C)(C)C2=O)c1,-1%,u,-18%,20%,10%,i,-9%,x,-5%
COc1ccc(/C(O)=C2/C(=O)C(=O)N(c3ncccn3)C2c2ccc(F)cc2)cc1 (stereo unspecified),3%,-47%,-14%,-3%,38%,9%,0%,-1%,-14%
